Screening data from PubChem.
NSD2 inh = inhibitors of human NSD2 methyltransferase; NSD2-SET H3K36me1 DELFIA fluorescence, biochemical; actives 0.07% (n = 44,000); inhibition, % at 12.5 µM; O96028; in the data active means inhibition above about 54%, passing the limit was not always enough;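 further: inhibitors reduce the monomethyl H3K36 fluorescence signal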
Target sequence (O96028 whole entry, looked up): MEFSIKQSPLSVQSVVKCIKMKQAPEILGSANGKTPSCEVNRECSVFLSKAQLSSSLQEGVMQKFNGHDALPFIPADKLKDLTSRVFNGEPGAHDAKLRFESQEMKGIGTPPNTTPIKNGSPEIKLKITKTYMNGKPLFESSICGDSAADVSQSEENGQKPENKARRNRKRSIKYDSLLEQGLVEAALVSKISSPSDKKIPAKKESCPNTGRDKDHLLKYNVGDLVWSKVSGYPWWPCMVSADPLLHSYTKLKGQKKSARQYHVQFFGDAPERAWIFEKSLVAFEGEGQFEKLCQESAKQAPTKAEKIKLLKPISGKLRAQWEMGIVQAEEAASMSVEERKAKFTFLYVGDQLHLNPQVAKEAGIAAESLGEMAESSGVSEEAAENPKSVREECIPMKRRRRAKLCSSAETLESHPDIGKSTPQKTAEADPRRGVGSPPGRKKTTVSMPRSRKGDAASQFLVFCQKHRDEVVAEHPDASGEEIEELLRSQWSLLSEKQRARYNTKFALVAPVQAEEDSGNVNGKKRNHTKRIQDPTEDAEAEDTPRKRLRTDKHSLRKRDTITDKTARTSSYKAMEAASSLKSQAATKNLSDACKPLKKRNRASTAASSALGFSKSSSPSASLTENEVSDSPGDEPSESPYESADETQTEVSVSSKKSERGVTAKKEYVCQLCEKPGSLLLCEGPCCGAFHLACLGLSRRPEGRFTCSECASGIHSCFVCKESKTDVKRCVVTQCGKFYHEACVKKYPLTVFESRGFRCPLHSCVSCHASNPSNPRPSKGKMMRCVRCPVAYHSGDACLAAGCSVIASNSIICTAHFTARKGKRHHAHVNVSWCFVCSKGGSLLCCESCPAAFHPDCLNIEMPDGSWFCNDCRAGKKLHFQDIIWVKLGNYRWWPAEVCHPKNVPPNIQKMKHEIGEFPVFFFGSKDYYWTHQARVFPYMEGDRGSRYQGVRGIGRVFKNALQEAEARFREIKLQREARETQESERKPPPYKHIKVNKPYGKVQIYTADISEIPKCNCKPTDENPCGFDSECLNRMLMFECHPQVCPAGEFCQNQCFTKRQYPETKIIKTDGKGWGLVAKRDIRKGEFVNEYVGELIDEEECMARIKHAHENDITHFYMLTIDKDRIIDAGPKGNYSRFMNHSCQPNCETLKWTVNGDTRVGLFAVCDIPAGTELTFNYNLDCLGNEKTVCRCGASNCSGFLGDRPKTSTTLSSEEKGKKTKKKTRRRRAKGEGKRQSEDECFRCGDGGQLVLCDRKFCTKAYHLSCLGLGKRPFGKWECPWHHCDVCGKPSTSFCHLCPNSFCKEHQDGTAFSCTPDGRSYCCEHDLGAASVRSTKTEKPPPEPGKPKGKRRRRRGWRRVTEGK
Numbers without * were called inactive. Some of the compounds tested; count on the stated rates, not on these rows.

What do the screens show for `COc1ccc(NC(=O)Nc2ccc3c(c2)[C@H]2C[C@H](CC(=O)N4CCc5ccccc5C4)O[C@H](CO)[C@H]2O3)cc1`?
NSD2 inh: -3.8

Results for C[C@H](CO)N1C[C@H](C)[C@H](CN(C)CC2CC2)Oc2cc(-c3ccccc3F)ccc2S1(=O)=O ?
NSD2 inh: 2.0

How did CC(C)NC(=O)Nc1ccc2c(c1)CC(=O)N([C@H](C)CO)C[C@@H](C)[C@@H](CN(C)Cc1ccccc1)O2 do in these assays?
NSD2 inh: -3.9

Results for C[C@@H]1CN([C@H](C)CO)C(=O)Cc2cc(NC(=O)Cn3cnnn3)ccc2O[C@H]1CN(C)Cc1ccc(C(F)(F)F)cc1 ?
NSD2 inh: -4.2

Results for COc1ccc2c(=O)cc(-c3ccccc3)oc2c1 ?
NSD2 inh: 1.9

What do the screens show for `C[C@@H]1CCCCO[C@H](CN(C)S(=O)(=O)c2ccc(Cl)cc2)[C@H](C)CN([C@H](C)CO)C(=O)c2cc(NS(=O)(=O)c3ccc(Cl)cc3)ccc2O1`?
NSD2 inh: -0.9

How did Cc1noc(C)c1NC(=O)N(C)C[C@@H]1OCc2cnnn2CCCC(=O)N([C@H](C)CO)C[C@H]1C do in these assays?
NSD2 inh: 35.8

Results for CN(C)CCc1c[nH]c2ccc(CS(=O)(=O)N3CCCC3)cc12 ?
NSD2 inh: -3.6

Results for CCCCOc1cc(CC2CNC(=O)N2)ccc1OC (configuration not stated) ?
NSD2 inh: -5.1

How did CNC[C@H]1Oc2cc(C#CCC(C)C)ccc2S(=O)(=O)N([C@H](C)CO)C[C@@H]1C do in these assays?
NSD2 inh: -4.6

What do the screens show for `CNC[C@H]1Oc2ccc(NS(=O)(=O)c3ccccc3)cc2CC(=O)N([C@H](C)CO)C[C@@H]1C`?
NSD2 inh: -1.6

Results for Cc1ccc(S(=O)(=O)Nc2ccc3c(c2)C(=O)N([C@H](C)CO)C[C@H](C)[C@H](CN(C)C(=O)Nc2c(C)noc2C)OCCCC[C@@H](C)O3)cc1 ?
NSD2 inh: -2.4

How did CO[C@H]1O[C@H](CO)[C@@H](OC(=O)Nc2cccc(F)c2)[C@H](OC(=O)Nc2ccccc2)[C@H]1OC(=O)Nc1ccccc1 do in these assays?
NSD2 inh: 12.5

What do the screens show for `O=C(C[C@@H]1C[C@H]2c3cc(NC(=O)NC4CCCC4)ccc3O[C@H]2[C@H](CO)O1)NCc1cccc(F)c1`?
NSD2 inh: -2.9

What do the screens show for `CCCN(C)C[C@H]1OCCCC[C@H](C)Oc2ccc(NS(=O)(=O)c3cccs3)cc2C(=O)N([C@@H](C)CO)C[C@H]1C`?
NSD2 inh: -0.8

What do the screens show for `C[C@H]1CN([C@@H](C)CO)C(=O)c2cc(NC(=O)CCCCCC(=O)Nc3ccccc3N)ccc2O[C@@H]1CN(C)CC1CCCCC1`?
NSD2 inh: -2.6

Results for C[C@@H]1CN([C@H](C)CO)C(=O)c2cccc(NS(=O)(=O)c3cccs3)c2O[C@@H]1CN(C)C(=O)Nc1ccc(F)cc1 ?
NSD2 inh: 0.7

How did COc1ccc(S(=O)(=O)N(C)C[C@H]2Oc3cc(C#CC4CCCCC4)ccc3S(=O)(=O)N([C@H](C)CO)C[C@H]2C)cc1 do in these assays?
NSD2 inh: -0.5

How did Cc1noc(C)c1S(=O)(=O)Nc1ccc2c(c1)C(=O)N([C@@H](C)CO)C[C@@H](C)[C@@H](CN(C)Cc1ccc(C(=O)O)cc1)OCCCC[C@@H](C)O2 do in these assays?
NSD2 inh: 1.0

Results for C/C=C/c1cnc2c(c1)C(=O)N([C@H](C)CO)C[C@@H](C)[C@H](CN(C)CC1CCOCC1)O2 ?
NSD2 inh: -2.7

Results for C[C@@H]1CN([C@@H](C)CO)C(=O)c2cc(-c3cccc(F)c3)cnc2O[C@H]1CN(C)C(=O)c1ccccn1 ?
NSD2 inh: -1.3

How did C[C@H](CO)N1C[C@H](C)[C@H](CN(C)S(=O)(=O)c2ccc(C#N)cc2)Oc2ncc(-c3ccccc3)cc2C1=O do in these assays?
NSD2 inh: -1.6

Results for COc1ccc(S(=O)(=O)N(C)C[C@@H]2OCCCC[C@@H](C)Oc3ccc(NC(=O)Cc4ccccc4)cc3C(=O)N([C@@H](C)CO)C[C@@H]2C)cc1 ?
NSD2 inh: -0.3

How did C[C@H]1CN([C@@H](C)CO)C(=O)c2cccc(NC(=O)c3nc4ccccc4s3)c2O[C@H]1CN(C)C(=O)Nc1ccc(C(F)(F)F)cc1 do in these assays?
NSD2 inh: -0.4

What do the screens show for `COc1ccc(S(=O)(=O)Nc2ccc3c(c2)CC(=O)N([C@H](C)CO)C[C@@H](C)[C@@H](CN(C)S(=O)(=O)c2ccc(F)cc2)O3)cc1`?
NSD2 inh: 4.0

What do the screens show for `CC(C)(C)[C@@H]1C=C(C(=O)O)O[C@H](OCc2ccc(CO)cc2)C1`?
NSD2 inh: 10.0

How did C[C@H](CO)N1C[C@H](C)[C@H](CN(C)Cc2ccncc2)Oc2ccc(N(C)C)cc2CC1=O do in these assays?
NSD2 inh: 4.2

Results for C[C@@H]1CN([C@H](C)CO)C(=O)c2cccc(NS(C)(=O)=O)c2O[C@H]1CN(C)C(=O)Nc1ccc(C(F)(F)F)cc1 ?
NSD2 inh: 0.5

What do the screens show for `CC(C)NC(=O)N(C)C[C@H]1Oc2cc(C#Cc3cccc(F)c3)ccc2S(=O)(=O)N([C@@H](C)CO)C[C@H]1C`?
NSD2 inh: -7.5

What do the screens show for `CCCN(C)C[C@H]1Oc2ncc(C#CCC(C)C)cc2C(=O)N([C@@H](C)CO)C[C@@H]1C`?
NSD2 inh: 6.9

Results for C[C@@H]1CN([C@@H](C)CO)C(=O)c2cc(C3=CCCC3)cnc2O[C@@H]1CN(C)C(=O)Cc1ccncc1 ?
NSD2 inh: -7.1

Results for COc1ccc(NC(=O)Nc2cccc3c2O[C@H](CN(C)CC2CC2)[C@@H](C)CN([C@@H](C)CO)C3=O)cc1 ?
NSD2 inh: -3.4

How did COc1ccc(NC(=O)N(C)C[C@@H]2Oc3c(NC(=O)Nc4ccccc4)cccc3C(=O)N([C@@H](C)CO)C[C@@H]2C)cc1 do in these assays?
NSD2 inh: -0.5

How did COCCNC(=O)C[C@H]1C[C@@H]2c3cc(NC(=O)NC4CCCCC4)ccc3O[C@@H]2[C@@H](CO)O1 do in these assays?
NSD2 inh: 12.9

Results for COc1ccc(CN(C)C[C@H]2OCCCC[C@@H](C)Oc3ccc(NS(=O)(=O)c4ccc(F)cc4)cc3C(=O)N([C@H](C)CO)C[C@@H]2C)cc1 ?
NSD2 inh: 5.9

Results for CNC(=O)c1c(I)c(C(=O)NCC(=O)Nc2c(I)c(C(=O)O)c(I)c(C(=O)NCCO)c2I)c(I)c(N(C)C(C)=O)c1I ?
NSD2 inh: 2.2

Results for C[C@H]1CN([C@@H](C)CO)C(=O)c2cc(NS(=O)(=O)c3ccc(Cl)cc3)ccc2O[C@@H]1CN(C)C(=O)Nc1ccccc1 ?
NSD2 inh: -3.2

What do the screens show for `C[C@H](CO)N1C[C@H](C)[C@H](CN(C)S(=O)(=O)c2ccccc2)Oc2ncc(C#Cc3ccc(F)cc3)cc2C1=O`?
NSD2 inh: -10.3

Results for Cc1ccc(S(=O)(=O)N[C@H]2CC[C@@H](CC(=O)N3CCC(Cc4ccccc4)CC3)O[C@H]2CO)cc1 ?
NSD2 inh: 3.1

What do the screens show for `C[C@@H]1CN([C@H](C)CO)S(=O)(=O)c2ccc(C#CCN(C)C)cc2O[C@@H]1CN(C)S(=O)(=O)c1cccc(F)c1`?
NSD2 inh: 3.8

What do the screens show for `C[C@@H]1CN([C@H](C)CO)C(=O)c2cc(Br)cnc2O[C@H]1CN(C)S(=O)(=O)c1ccc(F)cc1`?
NSD2 inh: 3.2

Results for C[C@@H]1CCCCO[C@H](CN(C)Cc2ccc3c(c2)OCO3)[C@H](C)CN([C@H](C)CO)C(=O)c2cc(NC(=O)C3CCCCC3)ccc2O1 ?
NSD2 inh: 2.9

Results for Cc1ccc(S(=O)(=O)N(C)C[C@@H]2OCCCC[C@@H](C)Oc3ccc(NC(=O)CCCN(C)C)cc3C(=O)N([C@@H](C)CO)C[C@@H]2C)cc1 ?
NSD2 inh: 4.1

Results for C[C@@H]1CN([C@@H](C)CO)C(=O)c2cccc(NC(=O)C3CCCCC3)c2O[C@@H]1CN(C)Cc1ccc(C(F)(F)F)cc1 ?
NSD2 inh: -4.7

What do the screens show for `C[C@@H]1CN([C@@H](C)CO)C(=O)Cc2cc(N(C)C)ccc2O[C@H]1CN(C)S(=O)(=O)c1ccc(Cl)cc1`?
NSD2 inh: -0.7

Reprinted at random: 3 entries already listed, in no set order.
Results for CNC(=O)c1c(I)c(C(=O)NCC(=O)Nc2c(I)c(C(=O)O)c(I)c(C(=O)NCCO)c2I)c(I)c(N(C)C(C)=O)c1I ?
NSD2 inh: 2.2

Results for COc1ccc(CN(C)C[C@H]2OCCCC[C@@H](C)Oc3ccc(NS(=O)(=O)c4ccc(F)cc4)cc3C(=O)N([C@H](C)CO)C[C@@H]2C)cc1 ?
NSD2 inh: 5.9

What do the screens show for `C[C@H](CO)N1C[C@H](C)[C@H](CN(C)S(=O)(=O)c2ccccc2)Oc2ncc(C#Cc3ccc(F)cc3)cc2C1=O`?
NSD2 inh: -10.3

3 structures already listed, arranged by heavy-atom count, falling.
Results for CNC(=O)c1c(I)c(C(=O)NCC(=O)Nc2c(I)c(C(=O)O)c(I)c(C(=O)NCCO)c2I)c(I)c(N(C)C(C)=O)c1I ?
NSD2 inh: 2.2

Results for C[C@@H]1CN([C@@H](C)CO)C(=O)c2cccc(NC(=O)C3CCCCC3)c2O[C@@H]1CN(C)Cc1ccc(C(F)(F)F)cc1 ?
NSD2 inh: -4.7

Results for C[C@@H]1CN([C@@H](C)CO)C(=O)c2cc(C3=CCCC3)cnc2O[C@@H]1CN(C)C(=O)Cc1ccncc1 ?
NSD2 inh: -7.1

Next section.
How did C[C@H](CO)N1C[C@H](C)[C@@H](CN(C)S(=O)(=O)c2cccs2)Oc2ccc(NS(=O)(=O)c3cn(C)cn3)cc2CC1=O do in these assays?
NSD2 inh: 1.4

Results for Cc1ccc(S(=O)(=O)N(C)C[C@H]2OCCCC[C@H](C)Oc3ccc(NC(=O)c4ccncc4)cc3C(=O)N([C@@H](C)CO)C[C@H]2C)cc1 ?
NSD2 inh: 0.9

What do the screens show for `Cc1noc(C)c1NC(=O)Nc1ccc2c(c1)CC(=O)N([C@H](C)CO)C[C@@H](C)[C@H](CN(C)C(=O)NC(C)C)O2`?
NSD2 inh: 10.5

Results for O=C(N/N=C/c1cccc(OCCO)c1)c1ccccn1 ?
NSD2 inh: -1.1

How did C[C@@H]1CCCCO[C@@H](CN(C)S(=O)(=O)c2cccs2)[C@H](C)CN([C@@H](C)CO)C(=O)c2cc(NC(=O)NC3CCCCC3)ccc2O1 do in these assays?
NSD2 inh: -1.0

Results for C[C@@H]1CN([C@H](C)CO)C(=O)c2cc(-c3cccc(C#N)c3)cnc2O[C@@H]1CN(C)Cc1ccc(F)cc1 ?
NSD2 inh: 6.7

What do the screens show for `C[C@@H]1CN([C@H](C)CO)C(=O)c2cc(C#CCN(C)C)cnc2O[C@H]1CN(C)Cc1ccc2c(c1)OCO2`?
NSD2 inh: 2.3

How did C#CCNC(=O)C1=C[C@@H](C2CC2)[C@H](CCCO)[C@@H](OCC)O1 do in these assays?
NSD2 inh: -0.3

How did Cc1ccc(S(=O)(=O)N(C)C[C@@H]2Oc3ccc(NC(=O)Nc4ccccc4)cc3CC(=O)N([C@H](C)CO)C[C@H]2C)cc1 do in these assays?
NSD2 inh: -2.3

What do the screens show for `O=C(C[C@@H]1C[C@H]2c3cc(NC(=O)Nc4ccc(F)cc4)ccc3O[C@H]2[C@H](CO)O1)NCC(F)(F)F`?
NSD2 inh: -0.8

Results for Cc1noc(C)c1NC(=O)Nc1ccc2c(c1)C(=O)N([C@H](C)CO)C[C@H](C)[C@@H](CN(C)S(=O)(=O)c1cccs1)OCCCC[C@@H](C)O2 ?
NSD2 inh: -2.6

How did Cc1noc(C)c1S(=O)(=O)N(C)C[C@@H]1OCCCC[C@@H](C)Oc2ccc(NS(C)(=O)=O)cc2C(=O)N([C@@H](C)CO)C[C@H]1C do in these assays?
NSD2 inh: -0.1

How did Cc1noc(C)c1S(=O)(=O)N(C)C[C@@H]1Oc2ccc(NC(=O)Nc3cccc4ccccc34)cc2CC(=O)N([C@@H](C)CO)C[C@H]1C do in these assays?
NSD2 inh: -2.1

How did CC(C)NC(=O)N(C)C[C@H]1OCCCC[C@H](C)Oc2ccc(NC(=O)Cc3ccccc3)cc2C(=O)N([C@H](C)CO)C[C@@H]1C do in these assays?
NSD2 inh: -2.1

How did CC(C)NC(=O)Nc1ccc2c(c1)CC(=O)N([C@@H](C)CO)C[C@H](C)[C@H](CN(C)Cc1ccc3c(c1)OCO3)O2 do in these assays?
NSD2 inh: -10.8

Results for C[C@H](CO)N1C[C@H](C)[C@@H](CN(C)S(=O)(=O)c2ccccc2)Oc2ccc(NC(=O)Nc3ccc(C(F)(F)F)cc3)cc2CC1=O ?
NSD2 inh: -18.3

How did CC(C)NC(=O)N(C)C[C@@H]1OCCCC[C@@H](C)Oc2ccc(NC(=O)Cc3ccccc3)cc2C(=O)N([C@H](C)CO)C[C@@H]1C do in these assays?
NSD2 inh: 1.5

How did C[C@@H]1CN([C@H](C)CO)C(=O)c2cccc(NC(=O)Nc3ccc4c(c3)OCO4)c2O[C@H]1CN(C)Cc1ccc(C(F)(F)F)cc1 do in these assays?
NSD2 inh: -46.9

How did C[C@H]1CN([C@@H](C)CO)C(=O)c2cccc(NS(=O)(=O)c3ccc(Cl)cc3)c2O[C@@H]1CN(C)Cc1ccc(C(=O)O)cc1 do in these assays?
NSD2 inh: 3.1

What do the screens show for `COCCOC(=O)N1C(=O)[C@@]2(c3cc(C#CC4=CCCCC4)ccc31)[C@H](C(=O)NC[C@H](O)c1ccccc1)[C@H]1C(=O)O[C@H](c3ccccc3)[C@H](c3ccccc3)N1[C@@H]2c1ccc(O)cc1`?
NSD2 inh: -5.9

How did C[C@@H]1CCCCO[C@@H](CN(C)C(=O)CCC(F)(F)F)[C@@H](C)CN([C@H](C)CO)C(=O)c2cc(NC(=O)Cc3ccccc3)ccc2O1 do in these assays?
NSD2 inh: -4.1

Results for CC(C)NC(=O)N(C)C[C@H]1Oc2ccc(NS(=O)(=O)c3ccccc3)cc2CC(=O)N([C@H](C)CO)C[C@H]1C ?
NSD2 inh: 2.2
